EWS-Fli block – inhibitors of EWS/Fli oncoprotein transcriptional activity | A673 NR0B1-luciferase reporter, viability-normalised | inhibition, % at 12.6 µM | 350,000 tested, 0.67% active | AID 651661;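 active means mean inhibition of at least 50% after viability correction, with every replicate also passing that limit; inconclusive means mean reaches 50% but only one of two replicates passes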;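 further: firefly luciferase signal divided by Alamar Blue viability fluorescence both relative to DMSO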
CASP6 VEID inh – blocks human caspase-6 cleavage activity; purified caspase-6, Z-VEID-R110 cleavage fluorescence; inhibition, % at 12.5 µM; 350,000 tested, 0.53% active; AID 686996;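 active means mean inhibition across replicates at least about 35%, with every replicate also reaching that limit, limit read from the data; inconclusive means only one of the two criteria met; inactive means neither criterion met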;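 further: 0% = median of neutral control wells and 100% = no fluorescence left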
Target sequence (P55212 24-179 limits assumed): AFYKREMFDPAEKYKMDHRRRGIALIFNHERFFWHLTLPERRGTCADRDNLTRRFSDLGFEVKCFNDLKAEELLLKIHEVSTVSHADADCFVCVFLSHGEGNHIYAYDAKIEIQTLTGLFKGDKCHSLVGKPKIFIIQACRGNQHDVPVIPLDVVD
Target sequence (P55212 194-293 limits assumed): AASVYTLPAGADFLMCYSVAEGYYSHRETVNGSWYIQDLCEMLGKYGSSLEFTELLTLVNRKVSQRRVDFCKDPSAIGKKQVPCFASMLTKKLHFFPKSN
DENV2 CPE – inhibitors of DENV2 cytopathic effect; DENV2-infected cells, cytopathic effect rescue, plate reader; CPE inhibition, % at 9.99 µM; 350,000 tested, 1.7% active; in the data active means CPE inhibition above about 20%, passing the limit was not always enough; inconclusive means no clear call, values can overlap the other calls; tested in BHK-21 cells;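 further: 0% = median of neutral control wells and 100% = median of positive control wells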
PAX8 inh HTS – PAX8 transcriptional activity inhibition | 360,000 tested, 1.2% active | inhibition, % at 12.6 µM | RMG-I TPO-luciferase reporter, SteadyGlo, 24 h | AID 652154;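 active means mean replicate inhibition at least 60% with every replicate also reaching 60%; inconclusive means only one of the two criteria is met; inactive means mean below 60% and not all replicates reaching 60%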;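 further: luciferase light reporting Pax8 driven TPO promoter activity; plate controls were median of neutral control wells for no effect and mitoxantrone controls for full effect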
ARNT-TACC3 inh – disruptors of human ARNT/TACC3 interaction | Q9Y6A5 | AlphaScreen His-ARNT PAS-B/GST-TACC3 binding, luminescence; TACC3 fragment carries E629A point mutation | inhibition, % at 9.99 µM | 390,000 tested, 0.66% active;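 active means mean inhibition of replicates at least 50% and at least half of replicates each reaching 50%; inconclusive means half or more replicates reach 50% but mean below 50%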;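 further: 0% = complete ARNT plus TACC3 wells and 100% = ARNT alone without TACC3; many hits fall short of the cut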
SIRT5 block – inhibitors of human sirtuin-5 desuccinylase; Q9NXA8; Purified SirT5, succinyl-peptide AMC, trypsin-coupled fluorescence; inhibition, % at 15 µM; 330,000 tested, 1.1% active; AID 652115; in the data active means inhibition above about 15%; inconclusive means no clear call, values can overlap the other calls
Target sequence (Q9NXA8 whole entry, looked up): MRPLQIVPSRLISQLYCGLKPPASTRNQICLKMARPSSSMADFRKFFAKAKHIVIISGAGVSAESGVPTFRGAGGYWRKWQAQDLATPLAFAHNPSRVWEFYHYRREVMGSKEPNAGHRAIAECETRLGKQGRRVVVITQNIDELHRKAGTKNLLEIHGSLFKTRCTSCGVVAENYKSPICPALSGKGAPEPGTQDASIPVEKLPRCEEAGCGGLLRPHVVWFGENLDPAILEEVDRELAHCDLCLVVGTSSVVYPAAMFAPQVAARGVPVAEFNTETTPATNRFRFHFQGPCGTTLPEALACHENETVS
LGR2 antag – Drosophila LGR2 receptor signaling inhibition; HEK293 LGR2, CRE-luciferase, bursicon-stimulated, 4 h; inhibition, % at 9.99 µM; 380,000 tested, 0.35% active;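 active means drop in luminescence signal, shown as inhibition above about 50% in the replicate tests, limit read from the data, passing the limit was not always enough; inconclusive means probably only some replicates passing the limit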;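 further: agonist challenge used bursicon conditioned medium at about half maximal strength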
* hit, by the source's call; ? = inconclusive; . = no result given; & = joins results of further samples; ! = not active in a repeat.

The line under a structure holds: EWS-Fli block	CASP6 VEID inh	DENV2 CPE	PAX8 inh HTS	ARNT-TACC3 inh	SIRT5 block	LGR2 antag
O=C(C1CCCCC1)N1CC(=O)N2[C@H](CO)[C@@H](c3ccc(Br)cc3)[C@@H]2C1
 : -3	2	6	-6	.	-1	5
CCC(=O)c1ccc(OCC(=O)O)c(OC)c1
 : -3	1	5	-8	-1	-2	-1
O=C(COc1ccc(F)cc1Cl)NC1CCCCCC1
 : -55	4	-10	-234	1	-1	-99
CC(=O)N1C[C@H]2[C@@H](c3ccccc31)[C@H](CO)N2C(=O)Nc1ccc(F)cc1
 : -2	0	-18	-9	2	10	-8
COc1ccc(C)cc1S(=O)(=O)N(CC(=O)Nc1cccc([N+](=O)[O-])c1)c1ccccc1
 : -3	1	2	3	-2	-2	.
COc1ccc(OC)c(NC(=O)COc2ccc(S(=O)(=O)N3CCCC3)cc2)c1
 : -4	-1	-3	14	0	-2	19
CCOC(=O)C(=O)Nc1ccc(OC)c(Cl)c1
 : 2	-1	-2	2	-20	-4	41
COc1ccc(CC(=O)Nc2cc3oc4ccccc4c3cc2OC)cc1
 : -86	1	12	-144	-2	-5	-119
Cc1cnc(C(=O)OCC(=O)Nc2cc(-c3ccccc3)nn2-c2ccccc2)cn1
 : -31	-2	-5	-19	-21	1	8
COc1ccc(C2=NN(C(=O)CN3CCCCC3)C(c3ccc(OC)cc3)C2)cc1 (centres undefined)
 : -2	-3	1	11	-4	-1	5
COc1cc(CNCCNCC(C)O)ccc1OCc1ccc(Cl)nc1 (centres undefined)
 : -11	-16	5	13	5	0	22
Cc1cc(C2CCCCC2)n(O)c(=O)c1
 : 31	0	3	73*	-1	0	6
C[C@H]1CN([C@@H](C)CO)C(=O)c2cc(C#Cc3ccccc3F)cnc2O[C@H]1CN(C)C(=O)Cc1cccnc1
 : -6	2	3	.	-4	2	7
CN(C)CC#Cc1ccc([C@@H]2[C@@H](CO)N3C(=O)CN(C(=O)c4cccc(F)c4)C[C@@H]23)cc1
 : 6	2	11	-3	.	22*	-22
Cc1cccc(OCCCC(=O)Nc2nccs2)c1C
 : 13	-2	0	0	2	0	10
Cc1cccc(NC(=O)c2c(O)c3ccccc3n(C)c2=O)c1
 : -38	1	1	-16	.	-3	-50
O=C(CNC(=O)Cc1ccccc1)NCc1cccs1
 : -13	-1	-5	9	.	-4	-1
CCc1cccc(CC)c1N1C(=O)COCC1=O
 : 4	-4	-4	12	.	.	-3
CCC(=O)N1CCc2cc(S(=O)(=O)CCC(=O)Nc3ccc(OC)c(OC)c3)ccc21
 : -3	-3	-5	19	3	-1	-11
O=C(c1ccncc1)N1CC(=O)N2[C@H](C1)[C@H](c1ccc(-c3ccccc3)cc1)[C@@H]2CO
 : 2	-2	8	-19	.	5	13
COc1ccc(CNC(=O)COC(=O)c2cc(C)oc2C)cc1
 : -18	0	13	-5	.	.	-13
CN1C(C(=O)NCc2cccc(C(F)(F)F)c2)CC2Cn3c(nc4cc5ccccc5cc43)C21 (centres undefined)
 : 10	-1	17	-4	-3	.	-2
CSCC[C@H](NC(=O)c1cccc(S(=O)(=O)N2CCCCC2)c1)c1nc2ccccc2[nH]1
 : -2	-2	-7	-1	.	-6	-5
CCCc1cnc(Nc2nc(C(N)Cc3ccc(OC)cc3)cs2)nc1 (centres undefined)
 : 20	-1	2	7	.	-3	24
C[C@@H]1CN([C@H](C)CO)C(=O)c2cccc(NS(=O)(=O)c3ccc(Cl)cc3)c2O[C@@H]1CN(C)CC1CC1
 : -9	.	.	-5	.	.	-8
CC(=O)N(\C=C/C=C/C=C1\Sc2ccccc2C1=O)c1ccccc1
 : 10	18	10	-1	-4	0	-15
Cn1c(=O)c(=O)n(C)c2cc(S(=O)(=O)CCC(=O)NCc3ccccc3)ccc21
 : -11	2	-6	-1	-2	-4	2
CCn1c(SCC(=O)Nc2cc(C)on2)nc2c([nH]c3ccccc32)c1=O
 : 5	5	-9	.	0	-5	0
Cc1ccc(-n2c(CSc3nc(C)cc(C)n3)nnc2SCC(=O)Nc2nccs2)cc1
 : 4	-2	1	-29	-2	0	14
CCOC(=O)Cc1c(C)nc2c(-c3cccc(Br)c3)cnn2c1C
 : 15	4	-2	7	-9	-1	.
CN1C(=O)c2cc(NC(=O)c3ccc(F)c(F)c3)ccc2OC[C@H]2O[C@@H](CC(=O)N[C@@H]3CCN(Cc4ccccc4)C3)CC[C@H]21
 : 25	-1	?	22	-2	3	0
N=C1C(c2nc3ccccc3s2)=C(O)CN1NC(=O)c1ccco1
 : -5	5	3	8	-7	-4	17
Cc1cc(/C=C2\NC(=O)NC2=O)c(C)n1-c1cccnc1
 : -6	1	-1	-29	.	4	-1
CN1CCC(NC(=O)NC2CCCCC2)CC1
 : -4	-1	-6	0	2	-2	-6
O=C(O)COc1ccccc1/C=N/n1c(C2CCCCC2)n[nH]c1=S
 : 1	6	4	-7	8	-4	5
COc1ccccc1-c1cnc2c(c1)C(=O)N([C@H](C)CO)C[C@H](C)[C@@H](CN(C)Cc1ccc(C(=O)O)cc1)O2
 : -27	1	?	.	.	1	10
COc1ccc2cc3c(N)nn(C(=O)Cc4c[nH]c5ccccc45)c3nc2c1
 : 22	12	-5	8	8	-3	88*
CCC(C)NC(=O)[C@@H]1CCCN1C(=O)C1CCN(S(=O)(=O)c2ccc(C)cc2)CC1 (some centres undefined)
 : .	-11	-3	-26	-4	-10	-11
O=C(NC1CCCN(Cc2ccccc2F)C1)C1CCC1 (centres undefined)
 : 10	-1	0	12	-3	-1	-15
O=C(N/N=C/c1cccs1)c1ccc(-n2cccc2)cc1
 : -14	2	-1	5	4	-4	-27

10 structures out of the list, ordered by SMILES length, smallest number first:
The line under a structure holds: EWS-Fli block	CASP6 VEID inh	DENV2 CPE	PAX8 inh HTS	ARNT-TACC3 inh	SIRT5 block	LGR2 antag
CN1CCC(NC(=O)NC2CCCCC2)CC1
 : -4	-1	-6	0	2	-2	-6
O=C(N/N=C/c1cccs1)c1ccc(-n2cccc2)cc1
 : -14	2	-1	5	4	-4	-27
Cc1cc(/C=C2\NC(=O)NC2=O)c(C)n1-c1cccnc1
 : -6	1	-1	-29	.	4	-1
CCOC(=O)Cc1c(C)nc2c(-c3cccc(Br)c3)cnn2c1C
 : 15	4	-2	7	-9	-1	.
O=C(O)COc1ccccc1/C=N/n1c(C2CCCCC2)n[nH]c1=S
 : 1	6	4	-7	8	-4	5
CCn1c(SCC(=O)Nc2cc(C)on2)nc2c([nH]c3ccccc32)c1=O
 : 5	5	-9	.	0	-5	0
Cc1ccc(-n2c(CSc3nc(C)cc(C)n3)nnc2SCC(=O)Nc2nccs2)cc1
 : 4	-2	1	-29	-2	0	14
CCC(C)NC(=O)[C@@H]1CCCN1C(=O)C1CCN(S(=O)(=O)c2ccc(C)cc2)CC1 (some centres undefined)
 : .	-11	-3	-26	-4	-10	-11
COc1ccccc1-c1cnc2c(c1)C(=O)N([C@H](C)CO)C[C@H](C)[C@@H](CN(C)Cc1ccc(C(=O)O)cc1)O2
 : -27	1	?	.	.	1	10
CN1C(=O)c2cc(NC(=O)c3ccc(F)c(F)c3)ccc2OC[C@H]2O[C@@H](CC(=O)N[C@@H]3CCN(Cc4ccccc4)C3)CC[C@H]21
 : 25	-1	?	22	-2	3	0

(more compounds)
The line under a structure holds: EWS-Fli block	CASP6 VEID inh	DENV2 CPE	PAX8 inh HTS	ARNT-TACC3 inh	SIRT5 block	LGR2 antag
COc1ccc(CN(C)C(=O)c2ccc3ccccc3n2)cc1F
 : -7	-5	-3	-2	-2	1	-15
CC(C)(C)n1nnnc1C(c1ccccc1)N1CCN(c2ccccc2)CC1 (centres undefined)
 : 1	-3	9	2	.	-1	-2
CCC(=O)N(C)C[C@H]1Oc2cc(-c3ccccc3F)ccc2S(=O)(=O)N([C@H](C)CO)C[C@H]1C
 : 2&-8&3	-1&1&1	25*!	-7	-3&0	-15&-3&-4	6&16
COc1cccc(CNc2nc3cc(-c4cccc(Cl)c4)sc3c(=O)n2C)c1
 : 4	-2	?	-35	.	0	-10
Cc1ccc(NS(=O)(=O)c2cc3c4c(c2)CC(=O)N4CCC3)cc1C
 : 4	3	6	5	3	-1	-9
Cc1ccccc1S(=O)(=O)N1C[C@@H](O)COC[C@H]2O[C@@H](CC(=O)N3CCCCC3)CC[C@@H]21
 : -4	0	-4	-19	9	-2	-4
CCOC(=O)Cc1ncccc1C(=O)Nc1ccc(Oc2ccccc2)cc1
 : 0	3	5	7	-1	-1	-8
CC(C)(C)C1CCC(N2CCN(c3ccccc3)CC2)CC1 (centres undefined)
 : 0	2	17	1	3	-5	6
O=C(N/N=C\c1ccco1)c1cncc(Br)c1
 : -10	1	-4	-8	.	4	.
O=[N+]([O-])c1ccc(S(=O)(=O)Nc2ccncc2)cc1
 : -3	2	-4	-6	-5	3	-2

No new results follow: an excerpt of the list.
The line under a structure holds: EWS-Fli block	CASP6 VEID inh	DENV2 CPE	PAX8 inh HTS	ARNT-TACC3 inh	SIRT5 block	LGR2 antag
COc1ccc(CN(C)C(=O)c2ccc3ccccc3n2)cc1F
 : -7	-5	-3	-2	-2	1	-15
CC(C)(C)n1nnnc1C(c1ccccc1)N1CCN(c2ccccc2)CC1 (centres undefined)
 : 1	-3	9	2	.	-1	-2

Next part
The line under a structure holds: EWS-Fli block	CASP6 VEID inh	DENV2 CPE	PAX8 inh HTS	ARNT-TACC3 inh	SIRT5 block	LGR2 antag
C[C@@H]1CN([C@@H](C)CO)C(=O)c2cc(NC(=O)Nc3ccc(C(F)(F)F)cc3)ccc2O[C@@H]1CN(C)C(=O)Nc1cccc2ccccc12
 : 0	.	2	52	8	.	-5
C[C@H](CO)N1C[C@H](C)[C@H](CN(C)Cc2ccccc2C(F)(F)F)OCc2cn(nn2)CCCC1=O
 : -4	-2	2	.	0	2	2
O=C(COC(=O)c1ccco1)Nc1ccc2[nH]c(=O)[nH]c2c1
 : 0	0	14	8	.	-1	-7
CCn1nnnc1SCC(=O)Nc1ccc(N(C)C)cc1
 : -25	-5	-3	-33	16	0	-9
O=C(COC(=O)c1ccc(S(=O)(=O)N2CCCC2)cc1)NCc1cccs1
 : -3	1	1	-9	-1	1	15
Cc1nnc(NC(=O)CSc2nc3[nH]ncc3c(=O)[nH]2)s1
 : 5	-3	0	10	1	-2	-2
CCOC(=O)c1nn(-c2ccccc2)c2nnc(Cc3ccc(Cl)cc3)c(=O)n12
 : .	.	.	-15	-1	.	-16
CC(OC(=O)CCc1nc2ccccc2c(=O)[nH]1)C(=O)c1ccc(C(C)(C)C)cc1 (centres undefined)
 : -3	4	.	-29	-14	2	-15
O=C(Cc1cccc(NC(=O)C2CCCN(C(=O)C3CCC3)C2)c1)Nc1ccc(C(=O)N2CCCCC2)cc1 (centres undefined)
 : 1	6	10	-1	-1	0	15
Cc1ccc(S(=O)(=O)N2C[C@H]3[C@H]4C(=O)N(c5ccccc5)C(=O)[C@H]4C[C@H](OC(=O)NC4CCCC4)[C@@]3(O)C2)cc1
 : -17	-2	4	-24	.	2	-3
O=C(NCCN1CCOCC1)C(Sc1ccccc1)c1ccccc1 (centres undefined)
 : -12	1	-2	-4	-7	-4	-1
On1c(-c2ccc(Cl)cc2Cl)nc2ncccc21
 : 5	3	7	-20	-19	1	-31
CC1(C(=O)NS(=O)(=O)c2ccccc2Cl)CCN1C(=O)C/C=C/c1ccccc1 (centres undefined)
 : 7	1	-6	4	.	-3	19
CCOC(=O)c1c(NC(=O)Nc2ccc(F)cc2)sc2c1CCN(C)C2
 : -2	2	5	-12	6	0	8
C[C@@H]1CN([C@H](C)CO)C(=O)CCCn2cc(nn2)CO[C@@H]1CN(C)S(=O)(=O)c1ccccc1F
 : -1	-2	4	.	-4	-5	1
O=C(N[C@H]1CC[C@@H](CCNS(=O)(=O)c2ccc(Cl)cc2)O[C@H]1CO)c1ccccn1
 : 6	-2	11	9	3	1	8
Cc1ccccc1C(=O)c1cccn1CC(=O)NCCCN1CCc2ccccc2C1
 : 8	-3	1	10	7	-3	-20
CC(C)N(C(=O)COC(=O)[C@@H]1CC(O)CN1S(=O)(=O)c1ccc(C(C)(C)C)cc1)C(C)C (some centres undefined)
 : -3	0	-9	4	-3	-3	9

Screens (PubChem BioAssay)
